Screening results from PubChem.
Chronic BCR inh: chronic active BCR signaling inhibition; Potency, µM (series often up to 46.1 µM), for inactives: at the highest dose ratio change, negative = lower green/red ratio, usual class: inhibitors; actives 0.05% (n = 340,000); ABC-DLBCL IkBa-CBG/CBR reporter, luminescence ratio, 4 h; active = well fitted inhibition curve with a large enough effect in the signal ratio, with a control signal flat, not every such curve was filed as active; inconclusive = small, poorly fitted or top-dose-only effect, or effect the other way, or a change in a side signal; the % refers to the signal ratio;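 note: potency is the fitted concentration of half-maximal effect; plate controls were basal doxycycline-induced cells for no effect and cells given 10 µM MG132 for full effect; MG132 reads +100%, hits lower the ratio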
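Compounds up to 46 uM were incubated four hours with TMD8 cells whose green CBG68 luciferase is fused to IkappaBalpha; red CBR luminescence normalised the signal, and concentration-effect curves were fitted to fusion, red and ratio data.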
Eya2 inh: Eya2 (human) phosphatase inhibition | O00167 | recombinant Eya2, OMFP fluorescence dephosphorylation (OMFP is methylfluorescein phosphate) | Potency, µM (highest dose often 76.9 µM), inactives show top-dose activity, negative = inhibition, most hits filed as inhibitors | actives 0.006% (n = 330,000); note: potency is the fitted concentration of half-maximal effect
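Eya2 (0.2 uM) preincubated 10 min at ambient with compound, then OMFP substrate added at 50 uM; 10 min reaction in 50 mM HEPES pH 7.5, 50 mM NaCl, 5 uM MgCl2, 0.05% BSA, 1 mM DTT. Fluorescence read at Ex 485/Em 525 nm.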
KCNH2 3.1 block: blocks the human KCNH2 3.1 channel isoform | U2OS KCNH2 3.1, thallium flux FluxOr; hits give low values | activity change, % (tested at about 1.8 µM) | actives 0.95% (n = 340,000) | AID 720553;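 active = maximum activity change below -70%; inconclusive = maximum activity change from -70% to -50%; inactive = maximum activity change above -50%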;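 note: thallium influx rate constant from kinetic fluorescence after stimulation buffer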
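Thallium flux read-out: FluxOr dye with Red40 quencher in HBSS/HEPES, 45 min at RT. Rate constants from kinetic reads were normalized to positive and negative DMSO controls. Cells: U2OS virally expressing the 3.1 isoform.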
Giardia killer: kills Giardia lamblia; Giardia lamblia trophozoite viability; activity change, % at 7.66 µM, hits read low; actives 0.15% (n = 340,000); AID 540267; in the data active = activity change below about -80%; inconclusive = between about -30% and that limit;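 note: parasites exposed to compound for two days anaerobically before the ATP read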
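Viability, read as ATP luminescence: trophozoites at 100 cells/well, compound added, 48 hrs anaerobic at 37 deg C, then 15-30 min room-temperature development before reading.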
USP2a inh: inhibitors of human ubiquitin-specific protease USP2a; O75604; USP2 core, Ub-CHOP2 coupled fluorogenic reporter, 485/531; Potency, µM (series often up to 38.3 µM), for the others: at the top dose activity change, negative = inhibition, actives largely listed as inhibitors; actives 0.01% (n = 330,000);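 note: potency is the fitted concentration of half-maximal effect; plate controls were DMSO wells for no effect and full inhibition by NEM control for full effect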
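USP2 core (10nM final) preincubated 30min RT with compound in 20mM Tris-HCl pH 8.0, 2mM CaCl2, 2mM beta-mercaptoethanol, 0.05% CHAPS; 25nM Ub-CHOP2 plus 25nM reporter substrate added, fluorescence (Ex485/Em531) read after 60min.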
PKM2 activator: activators of human pyruvate kinase M2. P14618. purified PKM2, Kinase-Glo ATP luminescence, activation; response scale: 0% is enzyme alone, no compound. Potency, µM (series often up to 57.5 µM), for the others: at the top dose activation, most hits filed as activators. actives 0.34% (n = 260,000); note: potency is the fitted concentration of half-maximal effect; nearly all actives have a fitted effect of over 55% in size
Target sequence (P14618 whole entry, looked up): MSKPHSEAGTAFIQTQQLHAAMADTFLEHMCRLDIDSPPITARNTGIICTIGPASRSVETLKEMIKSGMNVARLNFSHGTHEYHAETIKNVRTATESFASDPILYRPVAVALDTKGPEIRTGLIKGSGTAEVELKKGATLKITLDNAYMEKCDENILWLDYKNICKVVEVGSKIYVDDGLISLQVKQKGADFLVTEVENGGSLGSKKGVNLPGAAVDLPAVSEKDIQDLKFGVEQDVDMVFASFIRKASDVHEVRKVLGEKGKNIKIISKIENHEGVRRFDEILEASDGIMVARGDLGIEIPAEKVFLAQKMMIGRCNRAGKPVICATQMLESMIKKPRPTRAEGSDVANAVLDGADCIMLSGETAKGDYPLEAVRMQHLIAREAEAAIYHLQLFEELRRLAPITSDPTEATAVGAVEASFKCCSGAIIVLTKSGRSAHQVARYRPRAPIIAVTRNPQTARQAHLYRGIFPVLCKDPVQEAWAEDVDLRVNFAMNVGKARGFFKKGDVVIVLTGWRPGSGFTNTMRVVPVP
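Purified hPK-M2 (>95%) run at intermediate activity with 0.1 mM ADP and 0.5 mM PEP in 50 mM imidazole pH 7.2, KCl, MgCl2; 1 h room temperature. ATP formed read by Kinase-Glo luminescence; normalized to uninhibited and no-enzyme controls.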
Coupling enz: inhibits coupling enzyme system, counter-screen for aldolase hits | activity change, negative = inhibition, % at 58.2 µM, hits read low | AID 2472 | actives 0.67% (n = 290,000) | coupling enzyme system counterscreen, AmpLite Red fluorescence; in the data active = activity change below about -30%
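First, compound is pin-transferred into glyceraldehyde-3-phosphate coupling-enzyme reagent at 57.5 uM final and held 10 min at RT. Next, substrate, coupling system and AmpLite Red are added. After 20 min RT, fluorescence (525/598 nm) is read.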
B2AR arrestin: recruits beta-arrestin to the human beta2-adrenergic receptor; beta-arrestin recruitment to beta2AR, cell-based reporter; Potency, µM (top dose mostly 46.1 µM), inactives show at the top dose activation, actives largely listed as activators; actives 0.02% (n = 330,000); P07550;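 note: potency is the fitted concentration of half-maximal effect; 0% = DMSO controls and full agonism = EC100 isoproterenol or metaproterenol; nearly all actives have a fitted effect of over 65% in size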
Target sequence (P07550 whole entry, looked up): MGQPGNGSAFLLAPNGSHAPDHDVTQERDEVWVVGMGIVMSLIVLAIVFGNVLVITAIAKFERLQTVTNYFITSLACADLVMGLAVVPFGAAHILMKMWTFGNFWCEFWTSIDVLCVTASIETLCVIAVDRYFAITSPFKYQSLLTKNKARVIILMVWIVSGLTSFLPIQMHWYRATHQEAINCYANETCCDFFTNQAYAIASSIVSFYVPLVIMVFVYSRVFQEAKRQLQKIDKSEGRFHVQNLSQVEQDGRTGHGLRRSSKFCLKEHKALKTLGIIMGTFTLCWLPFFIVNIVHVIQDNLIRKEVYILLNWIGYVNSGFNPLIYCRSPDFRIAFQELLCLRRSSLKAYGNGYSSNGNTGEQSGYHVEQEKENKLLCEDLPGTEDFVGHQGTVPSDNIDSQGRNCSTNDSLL
hERG WT inh: blocks the wildtype human KCNH2 potassium channel. U2OS, BacMam KCNH2, thallium flux FluxOr; hits give low values. Q12809. actives 0.37% (n = 340,000). activity change, % at 1.84 µM;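 active = maximum activity change below -70%; inconclusive = maximum activity change between -70% and -50%; inactive = maximum activity change above -50%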
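U2OS cells transduced with wild-type KCNH2 virus are loaded with FluxOr dye for 45 min, and thallium flux is measured in kinetic reads before and after stimulation buffer. Rate constants are normalized to DMSO controls.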
GALK inh: galactokinase (human) inhibition. P51570. Purified GALK, Kinase-Glo residual ATP luminescence. Potency, µM (highest dose often 57.5 µM), inactives show at the highest dose activity change, negative = inhibition, hits mostly inhibitors. actives 0.007% (n = 270,000); note: potency is the fitted concentration of half-maximal effect
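The enzyme phosphorylates galactose (100 uM) using ATP (35 uM); inhibition is detected as higher residual ATP, quantified by bioluminescence after 1 h reaction at room temperature, pH 8.0.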
uPA surface inh: blocks generation of uPA at the cell surface. cell surface uPA generation assay, qHTS. Potency, µM (highest dose often 38.3 µM), for inactives: at the top dose activity change, negative = inhibition, most hits filed as inhibitors. actives 0.31% (n = 330,000); active = well fitted inhibition curve with a large enough effect; inconclusive = small, poorly fitted or top-dose-only effect; inactive = no such curve, though single readings can be large or run the other way; tested in mouse RAW 264.7 cells; note: potency is the fitted concentration of half-maximal effect; nearly all actives have a fitted effect of over 55% in size
The depositor's hits bear a star; ? = inconclusive; . = not tested or not shown; & = joins results of further samples. Unless noted, calls come from the whole dose curve; as a rule, active = well fitted curve in the direction sought with a large enough effect; inconclusive = small, poorly fitted or top-dose-only effect, or another doubt; inactive = no such curve, though single readings can be large; an effect the other way counts as inactive or inconclusive. Unless noted, % is set by controls: 0 for no effect and ±100 for the full control effect. Compounds as they come; about 2.4% have a hit in one of these screens.

#	mol	GALK inh	Giardia killer	B2AR arrestin	Chronic BCR inh	KCNH2 3.1 block	PKM2 activator
1	CCCCn1c(N)c(N(CCC(C)C)C(=O)COC(=O)c2ccc3ccccc3c2)c(=O)[nH]c1=O	.	7	3.2%	-17%	-19	.
2	COc1ccccc1CNC(=O)c1ccccc1NC(=O)C1=C(C)OCCS1	2%	-8	0.2%	-12%	?	.
3	CCCN1C2=NCCN2c2cc(C)c(C)cc21	1%	5	-0.3%	0%	-10	9%
4	Brc1ccc(OCc2nnc(SCC3CCCCC3)o2)cc1	2%	-4	-0.9%	-14%	8	-2%
5	O=C(Nc1cc(=O)c2ccccc2o1)N1CCOCC1	1%	-28	-1.0%	1%	14	5%
6	Cc1cccc(-n2ncc3c(=O)[nH]c(SCC(=O)N4CC(=O)Nc5ccccc54)nc32)c1	.	12	0.0%	0%	3	.
7	Cc1nc(NCc2ccco2)c2c3c(sc2n1)CCC3	0%	4	-0.5%	?	-17	0%
8	CCOC(=O)C1CCCN(S(=O)(=O)c2ccc(OC)c3ccccc23)C1 (configuration not stated)	-2%	2	0.1%	?	-14	-18%

#	Coupling enz	Eya2 inh	hERG WT inh	USP2a inh	uPA surface inh
1	.	21%	-5	0%	-4%
2	.	-3%	-10	1%	13%
3	-1	-8%	2	-1%	-6%
4	0	2%	2	5%	3%
5	0	-9%	3	-2%	0%
6	.	22%	0	-5%	7%
7	1	-15%	1	-6%	-10%
8	1	6%	-2	-11%	5%

Single records, as listed above:
CCOC(=O)C1CCCN(S(=O)(=O)c2ccc(OC)c3ccccc23)C1 (configuration not stated) across the screens: GALK inh = -2%; Giardia killer = 2; B2AR arrestin = 0.1%; Chronic BCR inh = ?; KCNH2 3.1 block = -14; PKM2 activator = -18%; Coupling enz = 1; Eya2 inh = 6%; hERG WT inh = -2; USP2a inh = -11%; uPA surface inh = 5%
COc1ccccc1CNC(=O)c1ccccc1NC(=O)C1=C(C)OCCS1 across the screens: GALK inh = 2%; Giardia killer = -8; B2AR arrestin = 0.2%; Chronic BCR inh = -12%; KCNH2 3.1 block = ?; PKM2 activator = .; Coupling enz = .; Eya2 inh = -3%; hERG WT inh = -10; USP2a inh = 1%; uPA surface inh = 13%

New compounds follow.
#	mol	GALK inh	Giardia killer	B2AR arrestin	Chronic BCR inh	KCNH2 3.1 block	PKM2 activator
9	O=C(CCl)NCCCCCCCCCNC(=O)CCl	2%	-16	0.3%	?	-17	0%
10	COc1ccc(CCC(=O)NNC(=O)Nc2cccc(Cl)c2)cc1	0%	-26	0.0%	10%	-8	-3%
11	CCCCn1c(=O)[nH]c(=O)c2c1nc(-c1ccc(-c3ccccc3Br)o1)n2CC	-1%	27	-0.4%	-4%	3	16µM*
12	Cn1c(=O)c(-c2ccccc2)nc2ccccc21	-3%	-25	-0.4%	7%	13	4%
13	Cn1c(/C(C#N)=C(\O)c2ccc(Cl)s2)nc2ccccc21	9%	-5	0.1%	-1%	10	.
14	COc1ccc(C2Nc3ccccc3NC3=C2C(=O)CC(C)(C)C3)c(OC)c1OC (configuration not stated)	3%	-12	-0.4%	1%	5	-4%
15	O=C(C1CC(=O)N(C2CCCC2)C1)N1CCC(Cc2ccccc2)CC1 (configuration not stated)	-3%	7	-0.4%	4%	1	13%
16	COC(=O)/C=C\C(=O)Nc1cccc([N+](=O)[O-])c1	0%	16	-0.7%	?	2	8%

#	Coupling enz	Eya2 inh	hERG WT inh	USP2a inh	uPA surface inh
9	6	1%	-2	-1%	-13%
10	4	15%	8	0%	-5%
11	0	-3%	4	-1%	-3%
12	0	-1%	4	2%	.
13	-9	5%	-30	1%	9%
14	1	7%	-4	0%	4%
15	2	-6%	3	1%	-7%
16	4	-11%	18	-8%	-16%

More results
#	mol	GALK inh	Giardia killer	B2AR arrestin	Chronic BCR inh	KCNH2 3.1 block	PKM2 activator
17	CON(C)S(=O)(=O)c1cccc(C(=O)Oc2ccc(N(C)S(=O)(=O)c3ccccc3)cc2)c1	0%	-2	0.1%	16%	8	-1%
18	Clc1ccc(-c2cn3c(n2)SCC3)cc1	-2%	-18	-0.2%	0%	-21	0%
19	COc1cc2c(cc1OC)CN(C(=O)COc1ccccc1C#N)CC2	0%	-9	0.1%	-14%	0	.
20	C=CCNC(=O)C1CC=CCC1C(=O)O (configuration not stated)	0%	0	-0.7%	3%	4	1%
21	S=C(NCCc1ccccc1)N1CCOCC1	1%	3	-0.6%	6%	1	.
22	CCN1CCN(c2ccc(S(=O)(=O)N3CCOCC3)cc2NC(=O)CCSC)CC1	.	-4	0.1%	2%	9	.
23	Oc1c(C=C2N=c3ccccc3=N2)sc(=S)n1-c1ccc(F)cc1	-4%&-3%	-4&11	-0.1%&0.1%	?	-4&4	-13%&0%
24	CC(C)Oc1ccc(CCC(=O)NNC(=S)NCc2ccccc2)cc1	1%	10	0.0%	-1%	22	?

#	Coupling enz	Eya2 inh	hERG WT inh	USP2a inh	uPA surface inh
17	-1	4%	-4	4%	-3%
18	-24	14%	-4	0%	-5%
19	1	-12%	1	0%	-5%
20	0	9%	-3	0%	0%
21	-2	-12%	-9	3%	-5%
22	.	-7%	-7	2%	1%
23	3&1	3%&4%	-4&4	3%&0%	1%&3%
24	1	-16%	2	-1%	0%

Additional records follow:
#	mol	GALK inh	Giardia killer	B2AR arrestin	Chronic BCR inh	KCNH2 3.1 block	PKM2 activator
25	O=c1cc(CO)occ1OCc1ccccc1	-2%	-10	0.4%	-20%	8	-16%
26	CCOC(=O)[C@H]1[C@H]2COc3ccc(Cl)cc3[C@@H]2N2C(=O)c3cc(F)c(F)cc3NC(=O)[C@@]12C	.	8	7.2%	?	-194*	.
27	COc1ccc(-c2csc(NC(=O)CSCC(=O)Nc3cc(C)on3)n2)cc1	.	-6	0.0%	-4%	-7	.
28	O=C1CC(c2ccc(F)cc2)SC(N(c2ccccc2)c2ccccc2)=N1 (configuration not stated)	-2%	-1	0.2%	8%	-7	-3%
29	O=C1CSC(c2ccc(F)cc2)N1c1nnc(C23CC4CC(CC(C4)C2)C3)s1 (configuration not stated)	-1%	.	0.0%	6%	.	-1%
30	COc1c2occc2c(OC)c2c(=O)cc(C(F)(F)F)oc12	1%	-6	-1.5%	13%	-35	-2%
31	COc1ccc(CCN2C(=O)c3cccc4cccc(c34)C2=O)cc1OC	0%	3	-1.1%	0%	3	-1%
32	CC(C)C(=O)N1CCN(c2ccc(NC(=O)c3ccc([N+](=O)[O-])o3)cc2)CC1	5%	?	-0.4%	?	-14	-4%

#	Coupling enz	Eya2 inh	hERG WT inh	USP2a inh	uPA surface inh
25	6	20%	-1	1%	4%
26	.	-12%	11	-2%	-10%
27	.	-21%	-1	0%	2%
28	18	-18%	-1	-1%	-1%
29	3	-1%	.	6%	.
30	7	-6%	2	1%	0%
31	1	-2%	6	-8%	0%
32	-6	-7%	-1	2%	-13%

New compounds follow:
#	mol	GALK inh	Giardia killer	B2AR arrestin	Chronic BCR inh	KCNH2 3.1 block	PKM2 activator
33	COC(=O)c1ccc(C2C(C(=O)c3ccc(C)o3)=C(O)C(=O)N2c2cc(C)on2)cc1 (configuration not stated)	5%	4	-0.1%	?	5	.
34	O=C(C1CCCN(S(=O)(=O)c2ccccc2)C1)N1CCN(c2ccccc2)CC1 (configuration not stated)	1%	0	0.5%	-5%	-14	4%
35	CCN(CCn1cccn1)C(=O)CC1C(=O)NCCN1Cc1cccc(OC)c1OC (configuration not stated)	9%	13	0.0%	-15%	-3	-15%
36	Cc1ccccc1NC(=O)NC1(C(=O)NCCCN2CCOCC2)CCCCC1	1%	7	-0.7%	0%	4	-15%
37	CCOC(=O)/C(C#N)=C/c1cn(CCOc2ccccc2)c2ccccc12	0%	-14	0.1%	2%	4	2%
38	COc1cc(NC(=O)c2ccc(Br)o2)ccc1NC(=O)C(C)C	2%	15	0.5%	1%	-3	2%
39	Cc1ccc(-n2c(SCC(=O)Nc3cc(C)on3)nc3ccccc3c2=O)cc1	1%	1	-0.1%	-9%	3	3%
40	Cc1ccccc1-c1nc(SCc2cccnc2)c2c(=O)n(C)c(=O)n(C)c2n1	-2%	8	0.0%	0%	-5	-28%
41	O=C(O)c1ccccc1C(=O)N1CCN(c2ncccn2)CC1	3%	1	0.0%	3%	-8	.
42	CCN(CC)C(=O)[C@H]1C[C@H](CC(=O)NCCCn2ccnc2)C(=O)N2CCc3c([nH]c4cc(-c5ccco5)ccc34)[C@]12C	.	-12	0.3%	0%	13	.
43	COc1ccc(Cn2nnc3c(=O)[nH]c(C(=O)NCCc4ccc(F)cc4)nc32)cc1OC	-1%	-4	0.1%	?	11	-3%

#	Coupling enz	Eya2 inh	hERG WT inh	USP2a inh	uPA surface inh
33	.	-9%	24	4%	1%
34	0	-18%	20	1%	1%
35	-1	4%	16	1%	1%
36	1	-3%	-4	0%	1%
37	-4	1%	-3	4%	1%
38	0	-4%	-8	0%	-2%
39	2	4%	1	0%	.
40	1	-11%	-256*	2%	12%
41	0	8%	5	0%	4%
42	.	3%	5	-6%	2%
43	2	?	1	3%	5%
